Screens (PubChem)
M1 PAM: human M1 muscarinic receptor positive allosteric modulators, primary screen, CHO-K1 cells, Fluo-8 calcium fluorescence, 1536-well | Muscarinic acetylcholine receptor M1 (Homo sapiens), P11229 | CHO-K1 hM1, ACh EC20; 0% = ACh EC20, 100% = maximal ACh | activation, % at 3 µM | 360,000 tested, 0.088% active | AID 588819, 2011; in the data active = activation above about 19%, passing the limit was not always enough
Target sequence (P11229 whole entry, looked up): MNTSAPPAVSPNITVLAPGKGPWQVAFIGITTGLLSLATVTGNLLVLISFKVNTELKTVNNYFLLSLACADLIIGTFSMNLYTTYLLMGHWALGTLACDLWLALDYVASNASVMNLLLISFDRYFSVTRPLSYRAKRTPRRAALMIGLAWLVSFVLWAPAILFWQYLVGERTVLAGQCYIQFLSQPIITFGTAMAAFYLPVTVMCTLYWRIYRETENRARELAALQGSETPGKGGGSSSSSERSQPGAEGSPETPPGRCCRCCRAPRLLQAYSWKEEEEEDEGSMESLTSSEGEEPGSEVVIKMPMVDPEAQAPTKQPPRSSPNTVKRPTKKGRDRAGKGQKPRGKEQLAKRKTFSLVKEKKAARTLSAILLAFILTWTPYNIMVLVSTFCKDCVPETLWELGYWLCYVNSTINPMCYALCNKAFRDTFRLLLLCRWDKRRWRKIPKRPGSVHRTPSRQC
M1 antag: human M1 muscarinic receptor antagonists, primary screen, CHO-K1 cells, Fluo-8 calcium fluorescence, 1536-well | CHO-K1 hM1, ACh EC80 antagonist | inhibition, % at 3 µM | 360,000 tested, 1.3% active | AID 588852, 2011;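 active = percent inhibition above its own plate's cutoff, namely the mean of that plate's compound wells plus 3 SD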;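 note: peak over basal fluorescence ratio during 140 s after agonist addition; 0% = ACh EC80 plus DMSO and 100% = DMSO alone without agonist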
TAAR1 antag: human TAAR1 antagonists, primary screen, Fluo-8 calcium fluorescence, CHO RD-HGA16 cells; 360,000 tested, 1.5% active; inhibition, % at 3 µM; antagonist;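 active = inhibition above a per-plate cutoff, the mean inhibition of test compounds on that plate plus 3 SD, cut at about 49% in these data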;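 note: 0% = DMSO plus EC80 beta-PEA response and 100% = DMSO alone without agonist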
Target sequence (Q96RJ0 whole entry, looked up): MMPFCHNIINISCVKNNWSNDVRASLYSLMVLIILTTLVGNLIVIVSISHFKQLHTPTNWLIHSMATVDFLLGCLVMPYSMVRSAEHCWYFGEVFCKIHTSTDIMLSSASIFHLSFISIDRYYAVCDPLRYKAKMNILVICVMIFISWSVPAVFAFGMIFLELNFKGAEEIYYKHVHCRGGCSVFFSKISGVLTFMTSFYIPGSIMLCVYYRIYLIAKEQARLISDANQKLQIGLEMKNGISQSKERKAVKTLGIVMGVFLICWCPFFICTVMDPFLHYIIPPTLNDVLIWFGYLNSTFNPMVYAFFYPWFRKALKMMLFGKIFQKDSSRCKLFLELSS
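Test system – hTAAR1-expressing CHO RD-HGA16 cells, Gα16-coupled · Also added – β-PEA at EC80 concentration, post-compound challenge · Compound – 3 µM, single point · Incubation – dye loading 75 min at 37 °C, then 30 min room temperature · Measured by – Fluo-8 intracellular calcium dye fluorescence, real-time kinetic reads · Benchmarks – vehicle and agonist controls · Replicates – singlicate, one well per test compound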
TAAR1 ag: human TAAR1 agonists, primary screen, Fluo-8 calcium fluorescence, CHO RD-HGA16 cells; AID 624467, 2012; vehicle wells 0%, saturating PEA agonist 100%; 360,000 tested, 0.99% active; activation, % at 3 µM;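 active = activation above the mean activation of all test compounds in the run plus 3 SD, cut at about 38% in these data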
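System: CHO-derived RD-HGA16 cells with stable Gα16 and human TAAR1 / Times: 17-24 h plating, Fluo-8 75 min 37 °C, 30 min RT / Technique: calcium-sensitive Fluo-8 signal, excitation 470-495, emission 515-575 nm / Measure: % activation relative to PEA EC100 response / Benchmarks: DMSO and PEA EC100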
M1 ag: human M1 muscarinic receptor agonists, primary screen, Fluo-8 calcium fluorescence, CHO-K1 cells, HTS | 360,000 tested, 0.33% active | activation, % at 3 µM | Muscarinic acetylcholine receptor M1 (Homo sapiens), P11229 | AID 588814, 2011 | CHO-K1 hM1, agonist mode; 0% DMSO, 100% acetylcholine EC100;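 active = activation above the run's mean compound activation plus 3 SD, cut at about 16% in these data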;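 note: peak over basal fluorescence ratio within a 140 s kinetic read after compound addition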
CHO-K1 Ca PAM: nonselective calcium activators in parental CHO-K1 cells, primary screen, counter-screen for M1 PAM project, cell-based, Fluo-8 calcium fluorescence, full deck, 1536-well. activation, % at 3 µM. 360,000 tested, 0.02% active. ATP EC20; 0% at ATP EC20, 100% at ATP max. AID 602247, 2012;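 active = activation above the run cutoff, the mean activation of all test compounds plus 3 SD, cut at about 40% in these data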;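 note: peak over basal fluorescence ratio in a 140 s read after ATP addition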
CHO-K1 Ca antag: nonselective inhibitor or artifact in parental CHO-K1 cells; ATP-induced calcium, Fluo-8 fluorescence; inhibition, % at 3 µM; 360,000 tested, 0.6% active; AID 602250;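 active = inhibition above a per-plate cutoff, the plate's mean sample inhibition plus 3 SD, cut at about 24% in these data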;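 note: 0% = DMSO plus EC80 ATP and 100% = DMSO alone without ATP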
CHO parental Ca: ATP-evoked calcium signal inhibitors, parental CHO, primary screen, counter-screen for OX1R antagonist project, cell-based, fluorescence, Fluo-8 calcium dye; parental CHO-K1, ATP-induced calcium, Fluo-8 fluorescence; inhibition, % at 5.6 µM; 330,000 tested, 0.63% active;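 active = inhibition above that plate's mean sample inhibition plus 3 SD, cut at about 26% in these data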;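 note: 0% = ATP-challenged DMSO wells and 100% = DMSO wells without ATP; some compounds past the cut are filed as inactive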
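Assay system: parental CHO cells; Read-out basis: percent inhibition of ATP-evoked calcium rise, normalized to controls; Benchmarks: ATP and no-ATP DMSO wells; Compound dosing: single nominal dose of 5.6 µM per compound; Signal: Fluo-8 calcium dye fluorescence; Also added: ATP as calcium-mobilizing challenge; Repeats: singlicate.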
CHO-K1 Ca ag: counter-screen for M1 agonists: effect in parental CHO-K1 cells; Fluo-8 calcium fluorescence; scaled to maximal ATP response, vehicle zero; activation, % at 3 µM; 360,000 tested, 0.48% active; AID 602248, 2012; in the data active = activation above about 15%;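 note: untransfected CHO-K1 host cells lacking M1 receptor as counterscreen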
Numbers without * were called inactive; / = no result given. This is a subset; the hit share may differ from the screen's.

SMILES	M1 PAM	M1 antag	TAAR1 antag	TAAR1 ag	M1 ag	CHO-K1 Ca PAM	CHO-K1 Ca antag	CHO parental Ca	CHO-K1 Ca ag
CCN(CC)P(=O)(c1nccn1C)N(CC)CC	3	-2	4	11	-1	14	-14	-12	0.8
c1ccc(CCc2ccc3n2Cc2cnnn2-c2ccccc2-3)cc1	7	-8	-3	1	1	20	-4	/	-0.1
CN1CCN(C(=O)COc2ccc(N(C)S(=O)(=O)c3ccc(F)cc3)cc2)CC1	0	6	-13	1	-7	-9	6	-4	0.2
COc1cccc(NP(=O)(Oc2ccccc2)Oc2ccccc2)c1	-10	24	72*	6	-8	26	-11	-27	3.5
Cc1ccc(N2C(=O)/C(=C/c3ccc(CN(CCC#N)S(C)(=O)=O)o3)C(=O)NC2=S)cc1	12	-15	/	/	-3	17	-15	-12	0.5
Cn1c(=O)c2c(nc(N/N=C/c3c(O)n(-c4ccccc4)c(=S)[nH]c3=O)n2C)n(C)c1=O	10	-10	8	12	-5	14	-5	-8	0.0
C=C[C@H]1CN2CC[C@H]1C[C@@H]2[C@@H](O)c1ccnc2ccccc12	-4	-11	-19	6	-9	-1	4	-18	0.9
Cc1ccccc1N1CCN(Cc2ccc3c(c2)OCO3)CC1	-6	0	-15	13	-8	0	-7	-25	0.6
O=S(=O)(c1cc(Cl)cc(Cl)c1)N1Cc2cc(-c3ccccc3)ccc2-n2nncc2C1	-1	12	-18	3	-7	-2	14	/	-0.1
O=C(c1ccco1)c1cn(Cc2ccccc2)c2ccccc12	3	-10	12	6	-2	16	0	-33	0.2
CCCCSP1(=S)NCCCO1 (stereo not given)	4	-7	6	11	-2	8	-10	-9	-0.3
Cc1cc(OCC(=O)N2CCC(C(=O)O)CC2)c2c3c(c(=O)oc2c1)CCC3	-10	14	-2	0	-2	-13	9	-6	-0.1
C=COCCn1c(C)c(C(C)=O)c2cc(O)ccc21	-4	2	1	5	-1	13	-1	-13	0.8
O=C(COc1ccc2ccc(=O)oc2c1)N1C[C@H]2C[C@@H](C1)c1cccc(=O)n1C2	3	-10	-59	3	-5	9	3	-11	0.7
COc1cc(OC)cc(C(=O)Nc2ccc(Br)cc2C(=O)c2ccccc2)c1	2	-4	-21	3	-9	13	-4	-5	0.2
CCOC(=O)[C@]12Cc3cc(C)ccc3[C@H]1N(C(C)C)C(=O)c1ccccc12	/	/	-39	0	/	15	-16	/	1.3
CC12CN3CN(C1)CC(c1ccccc1)(C3)C2=O	4	-2	16	6	-3	9	5	2	0.1
O=C1CN=C(c2ccccc2)c2c(sc3c2CCCC3)N1	3	-27	-46	0	-1	12	-2	-14	-0.4
NC(=S)N/N=C/c1coc2ccccc2c1=O	6	-3	-25	1	-5	7	-4	-5	-0.1
CCOC(=O)c1c(C)n(Cc2ccccc2)c2ccc(OCC(O)CN3C(=O)CNC3=O)cc12 (stereo not given)	-3	-4	21	12	-5	10	-11	-15	2.0
COc1ccc(C(=O)C2CCCN(CCO)C2)c(C)c1 (stereo not given)	5	-12	-10	0	-3	5	-1	-10	0.1
Cc1ccc(CN2CCN(Cc3ccccc3F)CC2)cc1	16	-12	14	8	-15	25	-28	-24	1.7
Clc1cccc(N2CCNCC2)n1	-34	27	14	10	-13	6	19	-9	2.0
Cc1ccccc1C1=NCC(=O)N(CC(=O)N2CCCCC2)c2sc(C)c(C)c21	5	-12	7	18	-7	6	5	-17	0.3
O=C(O)Cn1cc(C(=O)c2ccccc2F)c2ccccc21	11	-17	-1	0	-1	-6	2	-1	0.5

2 neighbouring entries out of the list so far:
SMILES	M1 PAM	M1 antag	TAAR1 antag	TAAR1 ag	M1 ag	CHO-K1 Ca PAM	CHO-K1 Ca antag	CHO parental Ca	CHO-K1 Ca ag
Cc1ccccc1C1=NCC(=O)N(CC(=O)N2CCCCC2)c2sc(C)c(C)c21	5	-12	7	18	-7	6	5	-17	0.3
O=C(O)Cn1cc(C(=O)c2ccccc2F)c2ccccc21	11	-17	-1	0	-1	-6	2	-1	0.5

Later entries
SMILES	M1 PAM	M1 antag	TAAR1 antag	TAAR1 ag	M1 ag	CHO-K1 Ca PAM	CHO-K1 Ca antag	CHO parental Ca	CHO-K1 Ca ag
CCCCn1nnnc1C(c1cccc(OC)c1OC)N1CCC2(CC1)C(=O)NCN2c1ccccc1 (stereo not given)	-2	-11	42	9	2	18	-6	/	7.0
CCc1ccc(CN2CCN(Cc3cc(Br)ccc3O)CC2)cc1	-2	2	0	6	-13	16	-8	-27	0.5
Cc1c(C(=O)N2CCC3(CC2)OCCO3)oc2ccccc12	3	-9	3	5	-2	8	-32	-12	0.5
CC(C)(C)c1nc(NCc2ccc3c(c2)OCO3)c2nnn(Cc3ccccc3Cl)c2n1	2	-30	-3	11	-2	10	-4	-12	0.2
C=CCN1C(=O)NC(=O)/C(=C/c2ccc(N(C)C)c(Br)c2)C1=O	11	-15	-5	0	-3	23	-5	-23	0.4
COC(=O)C1=C(c2cc3ccccc3o2)C[C@@H]2CC[C@H]1N2C(=O)NCc1ccc(F)cc1	-38	67*	-8	11	-12	12	-14	-6	-0.2
CC1=C2C(=O)C3C(CC=C4CC(O)CCC43C)C2CCC12OC1CC(C)CNC1C2C (stereo not given)	5	-10	-16	1	-6	23	-17	/	1.1
COc1ccc(C2SCC(=O)Nc3c2c(C)nn3C2CCOC(C)(C)C2)cc1 (stereo not given)	11	-6	13	-2	-3	13	1	-5	0.0
O=[N+]([O-])c1cc(F)c(N2CCCCCC2)cc1N1CCNCC1	3	-7	-6	6	-6	17	-7	-17	0.8
Cn1cc(/C=C2\C(=O)NC(=O)N(c3ccccc3)C2=O)c2ccccc21	15	-15	6	15	-4	6	-4	0	0.6
Cc1cccc(-n2c(O)c(/C=N/NC(=O)c3ccncc3)c(=O)[nH]c2=O)c1	0	1	3	0	-4	-24	21	-2	-0.2
COc1ccc(CN2Cc3cnnn3-c3ccccc3C2C)cc1 (stereo not given)	5	-8	-10	0	-4	16	-14	/	0.9
CCOc1cc2c(cc1OCC)-n1cccc1C(c1ccc(C(C)C)cc1)NC2 (stereo not given)	9	-17	-8	25	-1	15	-4	56*	3.9
Cc1csc(NC(=O)C(Cl)c2ccccc2)n1 (stereo not given) (tested in a mixture with another compound)	12	-16	3	8	-1	24	-19	7	2.2
CCCCOP(=O)(CN1CCOCC1)OCCCC	2	-2	21	0	-3	1	-4	0	0.1
COc1cccc(C(c2nnnn2C2CCCC2)N2CCC3(CC2)C(=O)NCN3c2ccccc2)c1OC (stereo not given)	-1	-13	20	4	0	14	-17	/	3.8
N=Cc1c(O)n(-c2ccccc2)c(=O)n(-c2ccccc2)c1=O	12	-5	-6	5	-5	21	-18	10	0.5
c1ccc(-c2cc(-c3ccccc3)[n+](-c3ccccc3)c(-c3ccccc3)c2)cc1	-17	43*	72*	7	2	-11	20	84*	11
CSc1ccccc1C(=O)C1CCCN(Cc2ccn[nH]2)C1 (stereo not given)	2	-5	-12	7	-10	20	-18	-12	0.6
C=C1C(=O)O[C@@H]2C[C@@H](C)[C@@H]3C4OC4C(=O)[C@@]3(C)[C@@H](O)[C@H]12 (stereo not given in full)	13	-5	5	5	3	-19	1	-18	-0.3
CCN(CC)C(=O)c1ccc(NC(=O)COc2ccccc2F)cc1	1	-3	24	0	-2	-20	9	-18	0.7
COc1ccc(CC2(CCc3ccncc3)C(=O)NC(=O)NC2=O)cc1OC	12	-12	-18	8	-3	17	-4	1	0.2
COCCCNC(=O)Cn1cc(/C=C2\C(=O)NC(=O)N(c3ccccc3F)C2=O)c2ccccc21	12	0	/	/	-2	-1	15	12	-0.3
CN(C)CCN=Cc1c(O)n(C2CCCCCC2)c(=O)[nH]c1=O	2	-2	-2	0	-3	12	-16	6	0.1
O=C(c1cc(C(=O)NCc2ccccc2)c(=O)n(Cc2ccccc2)c1)c1cc(Br)ccc1O	8	-6	21	6	4	-12	17	-21	-0.3
Other entries follow.
SMILES	M1 PAM	M1 antag	TAAR1 antag	TAAR1 ag	M1 ag	CHO-K1 Ca PAM	CHO-K1 Ca antag	CHO parental Ca	CHO-K1 Ca ag
O=C(COC(=O)Cc1ccccc1)NCCNC(=O)COC(=O)Cc1ccccc1	4	-8	0	0	-2	-4	-3	-9	0.1
Cc1ccccc1OP(N)(=O)Oc1ccccc1C	-2	21	-8	2	-3	-14	4	-11	-0.1
CCCOC(=O)C1C2c3ccccc3C(c3ccccc32)C1C(=O)O (stereo not given)	15	-7	2	6	-6	18	-3	-1	0.2
O=C1NC(=S)NC(=O)C1Cc1ccccc1	0	-7	3	0	-2	-6	-9	/	-0.1
O=C(NCC1=C(c2ccc3ccccc3c2)C[C@@H]2CC[C@H]1N2Cc1ccco1)c1ccc([N+](=O)[O-])cc1	-29	43*	8	7	-8	17	-6	/	1.9
CCC(C)N1C(=O)NC(=O)C2(Cc3cc(C)ccc3N(C)C2)C1=O (stereo not given)	-3	3	-1	1	-3	15	-6	4	0.6
Cc1cc(OCC(=O)NCc2ccc(S(N)(=O)=O)cc2)c2c3c(c(=O)oc2c1)CCC3	12	-16	-26	1	-4	3	-7	0	0.7
CCN(CC)c1ccc(CN2CC=C(c3ccc(F)cc3)CC2)cc1	-22	37*	-12	18	-5	0	0	-15	0.8
O=C(CCc1ccc(O)cc1)N1C[C@H]2C[C@@H](C1)c1cccc(=O)n1C2	4	-9	-1	1	-3	10	-7	-5	0.3
Oc1ccc2c3c1O[C@H]1c4[nH]c5ccccc5c4C[C@@]4(O)[C@@H](C2)N(CC2CC2)CC[C@]314	-6	-27	-11	5	-2	7	-1	-4	2.0
COC(=O)C1=C(c2ccc(C(C)=O)cc2)C[C@@H]2CC[C@H]1N2C(=O)N1CCC(O)CC1	1	0	6	8	-1	-2	-10	0	-0.3
CC(C)c1c(CN(C)C(C)Cc2ccccc2)n(C)n(-c2ccccc2)c1=O (stereo not given)	-26	33	-19	13	-7	9	-4	-20	-0.7
CCC1([N+](=O)[O-])COP(N)(=O)OC1 (stereo not given)	4	-9	0	0	-2	17	-10	/	0.6
Nc1c(C(=O)NCCN2CCOCC2)c2nc3ccccc3nc2n1Cc1ccccc1	6	-8	2	11	-2	23	-2	-14	16*
CC(Cc1ccccc1)NC(=O)C(c1ccc(N)cc1)c1ccc(N)cc1 (stereo not given)	2	-8	-11	4	-1	6	-7	-8	0.7
Cn1c(O)c(C(c2ccccn2)c2c(O)n(C)c(=S)n(C)c2=O)c(=O)n(C)c1=S	12	-3	-25	4	2	7	0	1	1.2
CNC(=O)ON(C(=O)NC)C1N(C)C(=S)SC1(C)C (stereo not given)	2	-5	9	13	-4	-2	16	4	-0.7
